Xi reactivation: activators of inactive X chromosome reactivation, primary screen, imaging, XiGFP fibroblasts, GFP high-content imaging, set 2 | XiGFP mouse fibroblasts, % GFP-positive cells imaging, 3 d; cells co-treated with 5-aza-dC sensitizer; scaled so ellipticine positive control = 100% | activation, % at 7.58 µM | actives 0.055% (n = 360,000) | AID 743238, 2013;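 active = mean normalized replicate activation at least 10% and every replicate at or above 10%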;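 also: 0% = median of on-plate neutral control wells and 100% = ellipticine 6 µM median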
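Material: SV40-immortalized XiGFP fibroblast cells, line 68-5-11 | Buffer or medium: DMEM containing 5-aza-dC | Dosing: One concentration, pinned | Times: 3 d treatment, 15 min room-temperature fixation | Controls: Ellipticine 6 µM positive control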
FN deposit inh: inhibitors of fibronectin matrix deposition, primary screen, AH1F cells, Alexa488-fibronectin fluorescence, plate reader; actives 0.086% (n = 350,000); inhibition, % at 12.6 µM; AH1F fibroblasts, overnight;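 active = mean inhibition across replicates of 30% or more, regardless of how many single replicates reach that level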;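 also: positive control wells lacked labelled fibronectin entirely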
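Assay system: AH1F fibroblasts assembling fluorescent fibronectin matrix; Amount: 10000 AH1F cells per well; Buffer or medium: DMEM, 2% serum; Probe or stimulus: Alexa488-fibronectin, 24 nM final in well; Doses: single compound dose, delivered by pin transfer; Incubation: 1 h adhesion, overnight exposure; Measured by: fluorescence 485/525 nm; Read-out: fibronectin deposition inhibition.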
RAD54 branch: inhibitors of human RAD54 branch migration, primary screen, biochemical, fluorescence, single point; actives 0.14% (n = 360,000); DNA repair and recombination protein RAD54-like (Homo sapiens), Q92698; inhibition, % at 10.4 µM; RAD54 Holliday junction branch migration, FAM/BHQ fluorescence; AID 602329, 2012;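 active = mean normalized replicate activity at least 40 and at least half of replicates scoring 40 or more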;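 also: 0% = median of neutral control wells and 100% = median of positive control wells; inhibitors cause a drop in the FAM fluorescence signal; in these data hits start at about 50%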
Target sequence (Q92698 whole entry, looked up): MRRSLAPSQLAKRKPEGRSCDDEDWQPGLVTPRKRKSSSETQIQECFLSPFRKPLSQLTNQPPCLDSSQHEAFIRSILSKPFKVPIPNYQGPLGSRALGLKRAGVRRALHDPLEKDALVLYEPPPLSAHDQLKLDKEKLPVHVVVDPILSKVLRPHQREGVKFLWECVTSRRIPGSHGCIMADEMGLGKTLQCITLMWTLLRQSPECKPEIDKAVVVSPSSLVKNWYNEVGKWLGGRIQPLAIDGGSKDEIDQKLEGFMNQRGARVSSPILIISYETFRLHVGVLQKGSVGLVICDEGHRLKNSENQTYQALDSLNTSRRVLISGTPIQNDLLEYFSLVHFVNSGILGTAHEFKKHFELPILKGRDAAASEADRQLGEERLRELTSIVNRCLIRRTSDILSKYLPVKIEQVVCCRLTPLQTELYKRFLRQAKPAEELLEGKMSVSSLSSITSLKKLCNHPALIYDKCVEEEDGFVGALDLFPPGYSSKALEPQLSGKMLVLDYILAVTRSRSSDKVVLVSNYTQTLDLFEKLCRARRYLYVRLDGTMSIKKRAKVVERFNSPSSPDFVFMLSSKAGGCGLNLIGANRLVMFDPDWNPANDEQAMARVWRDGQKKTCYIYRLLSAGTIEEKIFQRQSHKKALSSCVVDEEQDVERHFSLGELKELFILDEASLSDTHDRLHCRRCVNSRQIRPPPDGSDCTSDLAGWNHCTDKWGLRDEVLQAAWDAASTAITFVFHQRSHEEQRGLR
Active calls of the source: *. An excerpt; count on the stated rates, not on these rows.

SMILES	Xi reactivation	FN deposit inh	RAD54 branch
O=C(O)COc1ccccc1/C=C1\SC(=S)N(/N=C/c2ccccc2O)C1=O	0.2	-0.6	-1.2
O=C(OCC(=O)c1ccccc1Cl)c1cnccn1	0.1	0.5	5.2
O=C(CSc1nc2ncc(Br)cc2[nH]1)c1ccc([N+](=O)[O-])cc1	0.0	0.2	-0.4
COc1ccc2oc(=Nc3ccccc3)c(-c3nc4ccccc4[nH]3)cc2c1	0.8	3.4	-3.7
Nc1nc(SCC(=O)Nc2ccc([N+](=O)[O-])cc2Br)n[nH]1	0.1	-3.7	-0.7
CCOc1ccc(-n2c(SCc3cc(=O)oc4cc(C)c(C(C)C)cc34)nnc2-c2cccnc2)cc1	0.1	0.5	6.7
COc1cc(OC)cc(C(=O)Oc2ccc(/C=N/Nc3nc4ccccc4s3)cc2OC)c1	0.4	-1.8	-0.9
CC(C)CN(C(=O)c1cc2ccccc2o1)c1c(N)n(CC(C)C)c(=O)[nH]c1=O	0.4	-0.5	5.8
Cc1ccc(O)c(C2=Nc3ccccc3N=C(c3ccc([N+](=O)[O-])cc3)C2)c1	0.1	-3.2	0.9
CC/C(Cc1ccccc1)=N\NC(=O)c1cc(C)oc1C	0.4	-1.6	4.0
Cc1ccsc1/C=N/n1c(-c2ccncc2)n[nH]c1=S	0.8	1.2	8.9
N/C(=N\OS(=O)(=O)c1ccc(Cl)cc1)c1cccnc1	0.1	-14.0	-1.8
Cc1ccc(C(=O)Nc2ccn(Cc3ccc(F)cc3)n2)o1	0.0	6.4	10.6
CCOc1ccc(NC(=S)NC(=O)/C=C/c2ccc(OC)cc2)c([N+](=O)[O-])c1	-0.2	4.5	-5.1
O=C(/C=C/c1cccc([N+](=O)[O-])c1)NCc1ccco1	0.1	-5.4	4.4
CC1CCN(c2ccc(C(=O)O)cc2NS(=O)(=O)c2ccc(Br)cc2)CC1	0.8	3.7	2.4
CCOC(=O)/C=C/C(=O)OCC(=O)NC(c1ccccc1)c1ccccc1	-0.1	4.3	11.3
COc1ccc(-c2cnnc(N/N=C/c3ccc(OC)c(OC)c3)n2)cc1	0.6	15.7	3.9
NC(=S)N/N=C/c1coc2cc(Cl)ccc2c1=O	0.1	0.2	9.5
Cc1cc(C)nc(NS(=O)(=O)c2ccc(N/C=C/C(=O)c3ccc(Cl)c(Cl)c3)cc2)n1	0.6	-0.9	-7.7

A section from the list above:
SMILES	Xi reactivation	FN deposit inh	RAD54 branch
Cc1ccc(O)c(C2=Nc3ccccc3N=C(c3ccc([N+](=O)[O-])cc3)C2)c1	0.1	-3.2	0.9
CC/C(Cc1ccccc1)=N\NC(=O)c1cc(C)oc1C	0.4	-1.6	4.0
Cc1ccsc1/C=N/n1c(-c2ccncc2)n[nH]c1=S	0.8	1.2	8.9
N/C(=N\OS(=O)(=O)c1ccc(Cl)cc1)c1cccnc1	0.1	-14.0	-1.8
Cc1ccc(C(=O)Nc2ccn(Cc3ccc(F)cc3)n2)o1	0.0	6.4	10.6

Whole records, looked up by structure. Order of screens: Xi reactivation | FN deposit inh | RAD54 branch
`Cc1ccc(C(=O)Nc2ccn(Cc3ccc(F)cc3)n2)o1` as listed: 0.0 | 6.4 | 10.6
`COc1ccc(-c2cnnc(N/N=C/c3ccc(OC)c(OC)c3)n2)cc1` as listed: 0.6 | 15.7 | 3.9
`O=C(OCC(=O)c1ccccc1Cl)c1cnccn1` as listed: 0.1 | 0.5 | 5.2
`CCOc1ccc(-n2c(SCc3cc(=O)oc4cc(C)c(C(C)C)cc34)nnc2-c2cccnc2)cc1` as listed: 0.1 | 0.5 | 6.7
`Cc1cc(C)nc(NS(=O)(=O)c2ccc(N/C=C/C(=O)c3ccc(Cl)c(Cl)c3)cc2)n1` as listed: 0.6 | -0.9 | -7.7

Continued:
SMILES	Xi reactivation	FN deposit inh	RAD54 branch
COc1ccc2nc(SCC(=O)NC3CCCc4ccccc43)[nH]c2c1 (centres undefined)	0.5	5.9	7.7
CCCS(=O)(=O)N1CCN(Cc2ccc([N+](=O)[O-])cc2)CC1	0.1	-6.4	-2.7
COc1cc(/C=C(/NC(=O)c2ccccc2)C(=O)Nc2ccccc2)c([N+](=O)[O-])cc1OC	0.0	-1.3	-0.9
COc1ccccc1NC(=O)c1ccc(NS(=O)(=O)c2ccc(F)c(F)c2F)cc1	0.0	-4.2	-1.4
CC(=O)c1ccc(N2Cc3ccccc3/C2=N\C(=O)Nc2ccccc2)cc1	0.0	-3.3	-5.7
O=C(CN(c1cccc(C(F)(F)F)c1)S(=O)(=O)c1ccc(Cl)c([N+](=O)[O-])c1)NCc1ccccc1	0.1	8.8	-0.6
Cc1c(/C=C/C(=O)c2ccc(O)cc2)cnn1C	0.1	3.1	-6.2
COc1cccc(/C=C(/CC(=O)Nc2ccc(N3CCOCC3)cc2)c2nc3ccccc3s2)c1	0.6	-9.3	6.1
O=C(COc1ccc(Cl)cc1Cl)Nc1c(-c2cccs2)nc2ccccn12	0.0	-3.3	-0.5
O=C(Cn1cncc1-c1ccc([N+](=O)[O-])cc1)Nc1cccc2ccccc12	0.0	7.5	4.6
COc1ccccc1Cc1nc2ccccc2n1S(=O)(=O)c1ccc(Cl)cc1	0.1	5.9	2.9
CC(C)c1ccc(C(=O)Nc2ccc(N3CCOCC3)cc2)cc1	0.0	3.3	-2.5
O=S(=O)(NCC1COc2ccccc2O1)c1ccc2ccccc2c1 (centres undefined)	1.1	-5.7	6.3
Cc1cc(C(=O)Nc2ccccc2N2CCOCC2)ccc1[N+](=O)[O-]	0.1	0.6	2.8
COc1ccc(C(=O)OC(C)C(=O)Nc2cc(C(F)(F)F)ccc2Cl)c(OC)c1OC (centres undefined)	-0.1	13.5	-3.4
CCOc1ccc(C2C3=C(Nc4nc(N)[nH]c(=O)c42)c2ccccc2C3=O)cc1 (centres undefined)	0.1	2.8	-12.5
O=C(NCCOc1ccccc1)c1cc(C(=O)NCCOc2ccccc2)cc([N+](=O)[O-])c1	0.0	-7.8	-1.7
COc1cc2c(cc1NC(=O)CSc1nc3cc(Cl)ccc3s1)oc1ccccc12	-0.1	-7.8	16.1
COc1ccc(CCN(C(=O)c2cccc(F)c2)C2CC(=O)N(c3ccccc3)C2=O)cc1 (centres undefined)	0.3	3.7	-1.4
O=C(NCCCO)/C(=C\C=C\c1ccccc1)NC(=O)c1ccccc1Cl	0.3	1.9	-4.9
COc1ccc(/C=C/C(=O)NC(=S)Nc2ccc(S(=O)(=O)Nc3nccnc3OC)cc2)cc1	0.0	-1.9	8.3
COc1ccc(S(=O)(=O)N2CCCCC2)cc1NC(=S)Nc1ccccc1	0.0	-8.8	9.2
O=C(NC1CCCCC1)c1ccccc1NC(=S)NC(=O)C1CC1	0.2	-2.3	-6.2
CCOC(=O)c1c(C)[nH]c(C(=O)/C(C#N)=C/c2ccc(OCC)cc2)c1C	0.1	2.4	-11.1
COc1ccccc1NS(=O)(=O)c1cccc(C(=O)N/N=C(\C)c2ccc3c(c2)OCCO3)c1	0.1	1.4	-8.1
O=C(CCN(NC(=O)c1ccccc1)C1=NS(=O)(=O)c2ccccc21)NC1CCCCC1	3.5	1.5	-3.2
COc1ccc(NC(=O)/C(=C\c2ccc3c(c2)OCO3)NC(C)=O)cc1	0.0	-5.2	-12.1
COCCn1c(=NC(=O)c2cc3ccccc3oc2=O)sc2cc(S(N)(=O)=O)ccc21	0.0	3.9	-1.7
CN(C)S(=O)(=O)c1ccc(C(=O)NCc2nnc(SCC(=O)Nc3ccc(F)cc3)n2-c2ccc(F)cc2)cc1	-0.1	0.8	14.1
COc1ccc(/C=C/C(=O)NC(C)(C)C)cc1S(=O)(=O)N1CCOCC1	0.0	-14.4	-14.9
O=C(/C=C/c1ccccc1Cl)Nc1ccc(-c2nnc3n2CCCCC3)cc1	0.3	-2.2	4.9
Cc1cccc(N2CCN(Cc3nc(-c4ccccc4Cl)oc3C)CC2)n1	0.1	-2.4	-2.0
Cc1cc2cc(CN(Cc3cccs3)C(=S)NCC3CCCO3)c(=O)[nH]c2cc1C (centres undefined)	-0.1	-4.2	7.0
COc1ccc(/C=N/S(=O)(=O)CCc2ccccc2)c(OC)c1	0.7	5.9	14.0
CC(=O)Nc1ccc(NC(=O)Nc2ccc(C)cc2C)cc1	0.2	0.2	5.6
Nc1cc2c(cc1[N+](=O)[O-])OCCO2	0.0	-4.8	1.3
COCCCNC(=O)CNC(=S)N(Cc1cc(OC)c(OC)c(OC)c1)C1CCCC1	0.1	-3.2	-0.2
Cc1ccccc1NC(=O)CCC(=O)N/N=C/c1cc([N+](=O)[O-])ccc1O	0.4	5.8	5.7
Cc1cc(C)n(-c2ccc(C(=O)OCC(=O)Nc3ccc([N+](=O)[O-])cc3)cc2)n1	0.4	2.1	-5.8
CC(C)(C)c1nnc(N/N=C/c2ccccc2)n(N)c1=O	0.3	-2.0	16.7
Cc1onc(-c2c(F)cccc2Cl)c1C(=O)NC(=S)NC1CCS(=O)(=O)C1 (centres undefined)	0.1	-2.8	9.6
Cc1ccc(-c2n[nH]c(=S)n2/N=C\c2ccco2)cc1	0.7	-1.7	1.3
COc1ccc(-c2ccc(/C=C3/C(=N)N4C=CSC4=NC3=O)o2)c([N+](=O)[O-])c1	1.0	1.0	-2.8
CC(C)(C)NC(=O)/C=C/c1cccc(C(F)(F)F)c1	0.1	-2.0	-4.4
CCCCNC(=O)c1cccnc1SCC(=O)Nc1ccccc1OC	0.1	-6.3	3.4
COc1cccc(/C(O)=C/c2nc3ccc(C(=O)NCCc4cccc(C)c4)cc3[nH]c2=O)c1	-0.1	2.4	-2.7
CCN(CC)c1ccc(C=C(c2nnnn2-c2ccccc2)c2nnnn2-c2ccccc2)cc1	0.5	5.2	-11.6
CCOc1ccccc1/C=C(/NC(=O)c1ccccc1)C(=O)NC(C)c1ccccc1 (centres undefined)	0.1	1.0	0.0
CCNC(=S)N/N=C(\C)c1ccc2c(c1)OCCO2	-0.1	-5.1	-7.7
COc1ccc(OCCSc2nnc(-c3cccnc3)n2N)cc1	0.0	6.5	4.4
O=C1NC(=Nc2ccccc2)c2ccc([N+](=O)[O-])cc21	1.5	-2.5	-4.5
Cn1cnnc1SC1c2cccc3cccc(c23)C1NS(=O)(=O)c1ccccc1 (centres undefined)	0.0	9.8	-2.5
COc1ccc(Cn2c(O)c(C=Nc3ccc(OC)cc3)c3ccccc3c2=O)cc1	0.3	-2.5	-3.0
CCN(CC)CCNC(C(=O)Nc1cc(C(F)(F)F)ccc1Cl)c1ccccc1 (centres undefined)	0.2	-10.1	-16.2
CC(/C=C/c1ccccc1F)=N\NC(=O)C(C)C	-0.1	-1.8	15.5
COc1ccc(C(=O)NCc2nnc(SCC(=O)N3CCc4ccccc43)n2C2CCCCC2)cc1	0.1	-6.9	1.7
CCC12C(=O)C(CC)(C(c3ccccc3)=C1c1ccccc1)[C@@H]1C(=O)N(c3ccccc3)C(=O)C12 (some centres undefined)	0.7	-6.7	-6.9
O=[N+]([O-])c1ccc(NC(=S)N2CCN(c3ccccc3)CC2)cc1	0.0	19.3	3.6
CC(NS(=O)(=O)c1ccc(Br)cc1)C(=O)NCCc1ccccc1 (centres undefined)	0.2	-5.6	16.1
CCOC(=O)c1ccc(NC(=S)N(CCCN2CCCCCC2)Cc2ccco2)cc1	0.0	-3.4	-12.4
Next results:
SMILES	Xi reactivation	FN deposit inh	RAD54 branch
C/C(=N\NC(=S)NC(C)C)c1cccc([N+](=O)[O-])c1	-0.1	-22.3	4.8
CCc1cccc(C)c1NC(=O)CSc1nnc(CCCOc2ccc(Cl)cc2Cl)n1C	0.2	5.0	2.3
COC(=O)c1ccc(NC(=O)C(=O)N2CCN(C(=S)Nc3ccc(OC)cc3)CC2)cc1	0.3	2.3	4.2
CCOC(=O)c1cc(-c2ccccc2)n(CC(=O)Nc2ccc(OCC)cc2)c1C	0.2	-2.5	1.2
O=C(CCc1nc2ccccc2c(=O)[nH]1)OCC(=O)c1ccc(C2CCCCC2)cc1	0.0	0.5	-1.9
COC(=O)CC1C(=O)NCCN1C(=S)Nc1cccc(C)c1 (centres undefined)	0.0	6.1	-6.6
COc1ccc(C(=O)CCc2nc3ccccc3s2)cc1	0.1	8.2	-1.9
O=C(NC1=NCCS1)c1sc2cc(Cl)cc(Cl)c2c1Cl	-0.1	0.9	5.3
Cc1cc(-c2n[nH]c(=S)n2/N=C/C(Cl)=C/c2ccccc2)n[nH]1	-0.3	-0.8	-0.9
COc1ccc(S(=O)(=O)N(CC(=O)Nc2ccc(S(=O)(=O)N3CCOCC3)cc2)c2ccccc2)cc1	0.0	1.6	4.8
Cc1ccc(S(=O)(=O)NC(C(=O)Oc2ccc3c(C)c(Cl)c(=O)oc3c2)c2ccccc2)cc1 (centres undefined)	0.0	18.1	5.1

Bioassay records (PubChem)
